Assay outcomes: PubChem BioAssay, several laboratories
HTRA1 inh: HTRA1 serine protease inhibitors, primary screen, biochemical, fluorescence polarization, HTS; Q92743; recombinant HTRA1, FP-rhodamine activity-based probe; inhibition, % at 5.96 µM; 340,000 compounds, 0.5% hits; in the data active = inhibition above about 36%;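 also: 0% = enzyme with DMSO and 100% = wells lacking enzyme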
LEDGF integ inh: blockers of LEDGF/p75-dependent integrase strand transfer – biochemical, TR-FRET, high throughput, primary screen. 370,000 compounds, 0.64% hits. inhibition, % at 3.7 µM. TR-FRET IN-LEDGF/p75 DNA integration, Eu/Cy5;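 active = inhibition above the screen-wide mean plus 3 SD, cut at about 13% in these data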;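 also: signal is the Cy5 over europium emission ratio at 671 and 618 nm; 0% = plate median of compound wells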
rCAG binder: binders of r(CAG) RNA repeats, primary screen, biochemical, fluorescence | r(CAG) RNA repeat, TO-PRO-1 dye displacement fluorescence | inhibition, % at 3 µM | 370,000 compounds, 1.3% hits | AID 651821, 2012;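 active = inhibition above the plate cutoff, the mean of all test compounds on that plate plus 3 SD, cut at about 35% in these data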;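 also: 0% = DMSO alone and 100% = 100 µM mitoxantrone as full dye displacement; higher means more dye released from RNA so lower well fluorescence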
mABHD4 FP: ABHD4 inhibitors, primary screen, biochemical, fluorescence polarization, mouse | AID 720543, 2013 | inhibition, % at 8.92 µM | 370,000 compounds, 0.54% hits | purified mABHD4, FP-Rh probe fluorescence polarization | (Lyso)-N-acylphosphatidylethanolamine lipase (Mus musculus), Q8VD66;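 active = inhibition exceeding the mean over every tested compound plus 3 SD, cut at about 30% in these data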;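 also: 0% = plate median of compound wells and 100% = S159A mutant with DMSO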
Target sequence (Q8VD66 whole entry, looked up): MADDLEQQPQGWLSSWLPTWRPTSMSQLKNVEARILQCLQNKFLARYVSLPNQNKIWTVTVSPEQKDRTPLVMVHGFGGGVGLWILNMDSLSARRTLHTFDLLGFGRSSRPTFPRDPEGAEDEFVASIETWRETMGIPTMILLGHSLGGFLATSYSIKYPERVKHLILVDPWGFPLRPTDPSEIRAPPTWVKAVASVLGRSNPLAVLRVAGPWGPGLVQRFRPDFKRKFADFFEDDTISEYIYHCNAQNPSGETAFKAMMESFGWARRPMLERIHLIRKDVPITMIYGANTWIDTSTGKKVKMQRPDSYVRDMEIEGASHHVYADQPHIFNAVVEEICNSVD
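Assay system: mouse ABHD4 enzyme, wild type / Also added: fluorescent activity-based probe FP-Rh / Doses: single nominal dose of 8.92 µM, 0.89% DMSO final / Timing: 45 min compound pre-incubation plus 60 min probe step, 25 °C / Signal: FP readout, ex 525 nm / em 598 nm / Control set: S159A mutant/DMSO as 100%, compound-well median as 0%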
SIAE inh: human SIAE inhibitors, primary screen, biochemical, fluorescence polarization, FP-Rh probe, 1536-well HTS | inhibition, % at 9.66 µM | SIAE FP-Rh probe binding | Sialate O-acetylesterase (Homo sapiens), Q9HAT2 | 370,000 compounds, 0.69% hits | AID 1053197, 2014;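 active = inhibition above a cutoff: mean of compounds within the control limits plus 3 SD of those, cut at about 17% in these data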;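 also: 0% = plate median of compound wells and 100% = probe without SIAE protein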
Target sequence (Q9HAT2 whole entry, looked up): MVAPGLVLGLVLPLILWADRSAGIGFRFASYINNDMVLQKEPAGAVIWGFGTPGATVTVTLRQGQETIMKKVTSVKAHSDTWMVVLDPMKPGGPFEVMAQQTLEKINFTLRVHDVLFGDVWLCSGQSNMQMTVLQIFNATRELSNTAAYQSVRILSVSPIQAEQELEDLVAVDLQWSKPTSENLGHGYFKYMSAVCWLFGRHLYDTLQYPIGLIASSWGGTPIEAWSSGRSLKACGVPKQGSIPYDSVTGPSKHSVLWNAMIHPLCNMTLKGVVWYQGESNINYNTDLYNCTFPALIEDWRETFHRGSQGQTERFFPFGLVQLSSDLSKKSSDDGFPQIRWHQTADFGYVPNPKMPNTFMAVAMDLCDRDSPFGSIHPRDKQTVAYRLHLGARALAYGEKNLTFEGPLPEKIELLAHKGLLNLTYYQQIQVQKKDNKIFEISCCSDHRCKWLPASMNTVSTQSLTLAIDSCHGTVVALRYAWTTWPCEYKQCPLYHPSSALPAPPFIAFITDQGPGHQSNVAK
MBD2 inh: inhibitors of MBD2 binding to methylated DNA, primary screen, biochemical, TR-FRET, DNA-binding domain, human; AID 686964, 2013; MBD2 binding to methylated oligonucleotide; Methyl-CpG-binding domain protein 2 (Homo sapiens), Q9UBB5; 370,000 compounds, 0.31% hits; inhibition, % at 4.4 µM; in the data active = inhibition above about 13%
TDP2 absorb: human TDP2 enzyme inhibitors, primary screen, biochemical, epi absorbance, recombinant enzyme; Tyrosyl-DNA phosphodiesterase 2 (Homo sapiens), O95551; T5PNP hydrolysis, p-nitrophenol absorbance 415 nm; inhibition, % at 12.8 µM; 370,000 compounds, 0.34% hits;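 active = inhibition above the mean of all tested compounds plus 3 SD, set per campaign, cut at about 25% in these data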;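 also: 0% = DMSO with enzyme and 100% = buffer with substrate but no TDP2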
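test system = human TDP2 enzyme | input = TDP2 enzyme at 120 nM final | medium = 50 mM Tris-HCl pH 7.5 with Mg2+, KCl, DTT, BSA | also added = T5PNP substrate, 5 mM | times = 2 h at 37 °C | technique = epi absorbance | benchmarks = high control without enzyme, low control DMSO plus TDP2 | replication = each compound tested once, singlicate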
TCR-CD3 inh: inhibitors of human TCR-CD3 interaction, primary screen, biochemical, fluorescence, TAMRA-labeled TCR probe; T-cell receptor (TCR); inhibition, % at 9.4 µM; 360,000 compounds, 0.37% hits; AID 651800, 2012; in the data active = inhibition above about 19%;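 also: recombinant mutant TCR 2C K166C tagged with TAMRA read by polarization; 0% = receptor in buffer alone and 100% = receptor with positive control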
GC-B act: human GC-B receptor activators, primary screen, HEK293 GC-B cells, cGMP TR-FRET, EC30 CNP; 0% at EC30 CNP, 100% saturating CNP; activation, % at 10 µM; Atrial natriuretic peptide receptor 2 (Homo sapiens), P20594; 370,000 compounds, 0.11% hits; AID 1920062, 2024;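 active = activation at 10 µM reaching about 35% in either raw or pattern-adjusted values, limit read from the data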
PRMT1 inh: PRMT1 methyltransferase inhibitors, primary screen, biochemical, fluorescence polarization. recombinant PRMT1, activity-based probe fluorescence polarization. inhibition, % at 2.79 µM. 370,000 compounds, 1.3% hits. AID 652257, 2013;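 active = inhibition above about 21% made by adding two undisclosed values, limit read from the data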
* marks the source's active call; other numbers are inactive results; nt = no result given. These rows are one share of the data, so the mix of outcomes need not match the whole.

Fields – HTRA1 inh	LEDGF integ inh	rCAG binder	mABHD4 FP	SIAE inh	MBD2 inh	TDP2 absorb	TCR-CD3 inh	GC-B act	PRMT1 inh
O=C(C[C@@H]1C=C[C@@H](NC(=O)C2CC2)[C@@H](CO)O1)NCc1ccccc1Cl
    nt	-3	3	3	3	2	9	-2	3	5
CCOc1cc(CNCC(C)C)cc(Cl)c1OCc1ccccc1
    -2	1	-4	3	-2	-2	-10	-1	-7	-5
CCN(CC)S(=O)(=O)c1cc(NC(=O)CN2C(=O)NC(C)(c3ccccc3)C2=O)ccc1C (centres undefined)
    0	-5	3	-14	-10	6	-11	-15	1	6
CN(C)/C=C/C(=O)c1ccc(F)cc1
    -3	-1	5	-17	0	6	-5	0	7	10
CCCCn1c(N)c(N(CC)C(=O)c2ccccc2C)c(=O)[nH]c1=O
    5	-5	0	8	-2	-3	-7	-1	1	4
COc1ccc(CNC(=O)CSCc2ccccc2Cl)cc1
    2	0	-1	4	-2	5	6	0	2	2
C=CCN=C1SC(C)C(=O)N1S(=O)(=O)c1ccccc1 (centres undefined)
    -5	-3	5	5	-3	1	1	8	3	-3
COc1cccc(/C=N/NC(=O)c2ccc(-n3cnnn3)cc2)c1
    -7	-3	-6	-2	-3	3	-14	0	-1	-1
CCN(CC)C(=O)c1[nH]cnc1C(=O)Nc1ccon1
    -6	-2	-2	-3	1	-6	6	1	9	-2
O=C(NCc1ccncc1)/C(=N/O)c1ccccc1
    -2	-1	2	-4	3	4	-1	-5	10	0
COc1ccc2[nH]c3c(c2c1)CCN1C(=O)C(CC(=O)NCCCN(C)C)C[C@H](C(=O)N(C(C)C)C(C)C)[C@@]31C (some centres undefined)
    9	2	6	3	-4	-1	-6	3	-2	3
CN(C)C1(CNC(=O)C2CCN(S(=O)(=O)c3cccc(C(F)(F)F)c3)CC2)CCCCC1
    2	2	-8	1	-6	0	-2	4	-2	-2
CC(C)NCC(O)c1ccc(O)c(O)c1 (centres undefined)
    3	-9	-1	6	6	-4	7	-7	3	8
COc1ccc(CN2CC(=O)N(c3cc(Cl)ccc3OC)C2=S)cc1OC
    2	1	4	1	-9	3	20	-1	5	1
CCSc1nnc(NC(=O)c2csc3c2CCCC3)s1
    1	2	0	4	-1	3	2	0	-3	3
CC(=O)N1c2ccc(S(=O)(=O)NCCC(=O)NCc3ccc(F)cc3)cc2CC1C (centres undefined)
    2	-1	-3	5	-3	2	-3	7	-1	-3
CCOC(=O)[C@]12CCC=C1N(Cc1ccco1)C(=O)[C@H](CC(=O)NCCCCc1ccccc1)C2
    nt	-4	10	3	-5	3	-1	-2	1	4
Cc1c(C=Nc2ccc(S(=O)(=O)N(C)C)cc2)c(O)[nH]c(=O)c1C#N
    5	4	2	1	1	-7	-5	2	1	-6
CC(NC(=S)NCc1ccccc1)C12CC3CC(CC(C3)C1)C2 (centres undefined)
    6	-2	0	1	-11	-2	6	-2	6	0
COc1ccc(C2CC(c3ccc4ccccc4c3OC(C)=O)=NN2C(=O)/C=C/c2ccccc2)cc1 (centres undefined)
    -24	0	9	-5	-6	1	9	6	1	-1
Cc1cccc(C)c1NC(=S)Nc1c(C)n(C)n(-c2ccccc2)c1=O
    1	-2	-1	1	4	1	2	-6	3	1
CSc1ncccc1C(=O)Nc1cccc(C)n1
    0	0	-3	-5	1	-1	-1	2	3	-1
C=CCOn1c(=O)c(-c2cccs2)[n+]([O-])c2ccccc21
    15	1	0	3	4	2	-5	8	0	0
COc1ccc(OCC(O)CN2CCCC2)cc1 (centres undefined)
    0	-5	0	10	1	4	0	2	1	3
CCOc1ccc(NC(=O)CN2CCN(C(=O)C3CCCO3)CC2)cc1 (centres undefined)
    6	2	-4	3	4	0	-1	3	0	-3
Cc1ccccc1CC(=O)Nc1ccon1
    8	2	8	-6	-4	1	-7	5	-4	-4
Cn1c(=O)c(Sc2ccccc2)c(O)c2ccccc21
    -5	0	-3	-10	-6	2	11	-2	6	-2
CS(=O)(=O)Nc1cccc(-c2cc(NC=O)c3ncc(-c4ccc(F)cc4)n3c2)c1
    nt	-2	10	-9	-19	-1	-6	-5	3	-2
O=C(N/N=C/c1ccsc1)c1ccc2c(c1)OCO2
    -3	-11	2	-1	-1	5	-11	-3	1	1
CCOC(=O)N1C(=O)[C@](CC)(c2ccccc2)N1C(=O)OCC
    -5	-1	0	4	2	-1	-7	1	-13	1

Two compounds from above with just TCR-CD3 inh, GC-B act and mABHD4 FP:
mol	TCR-CD3 inh	GC-B act	mABHD4 FP
C=CCN=C1SC(C)C(=O)N1S(=O)(=O)c1ccccc1 (centres undefined)	8	3	5
COc1cccc(/C=N/NC(=O)c2ccc(-n3cnnn3)cc2)c1	0	-1	-2

Sorted by the number under TCR-CD3 inh (highest first): three from the list above.
canonical_smiles | HTRA1 inh | LEDGF integ inh | mABHD4 FP | SIAE inh | MBD2 inh | TDP2 absorb | TCR-CD3 inh | GC-B act | PRMT1 inh
Cc1ccccc1CC(=O)Nc1ccon1 | 8 | 2 | -6 | -4 | 1 | -7 | 5 | -4 | -4
CCOc1ccc(NC(=O)CN2CCN(C(=O)C3CCCO3)CC2)cc1 (centres undefined) | 6 | 2 | 3 | 4 | 0 | -1 | 3 | 0 | -3
Cn1c(=O)c(Sc2ccccc2)c(O)c2ccccc21 | -5 | 0 | -10 | -6 | 2 | 11 | -2 | 6 | -2

Next part
Fields – HTRA1 inh	LEDGF integ inh	rCAG binder	mABHD4 FP	SIAE inh	MBD2 inh	TDP2 absorb	TCR-CD3 inh	GC-B act	PRMT1 inh
CC(Sc1nc2ccccc2c(=O)n1CC1CCCO1)C(=O)N(C)c1ccccc1 (centres undefined)
    8	1	3	2	3	-1	1	4	0	-4
COCCNC(=O)C1(C)CCN(C(=O)c2cccc(C)c2C)C1 (centres undefined)
    nt	1	1	4	-4	3	7	2	2	3
Cc1cccc(COc2ccc(/C=C3/C(=O)N(C)C(=S)N3C)cc2)c1
    1	-2	0	4	0	5	-1	-1	-4	3
COc1ccc(NC(=O)CSc2nc3ccccc3c(=O)n2CCCN2CCC(C)CC2)c(OC)c1
    0	4	-4	-3	3	2	-5	4	-13	-4
COc1ccc(C(=O)N2CCN(C(=O)c3ccncc3)CC2)cc1
    3	2	1	2	5	-3	-5	-4	2	0
CCC1(c2ccc(F)cc2)NC(=O)N(CC(=O)Nc2cc(S(=O)(=O)N(C)C)ccc2Cl)C1=O (centres undefined)
    2	2	3	-5	-1	1	-4	-2	2	-6
C=CCn1c(N)c(C(=O)OC(C)(C)C)c2nc3ccccc3nc21
    -9	0	-2	-2	0	-6	7	3	1	2
O=C1C2CC=C(Cl)CC2C(=O)N1CCc1c[nH]c2ccccc12 (centres undefined)
    5	-1	4	4	4	2	3	6	-9	1
Cn1c(=O)[nH]c(=O)c2c1nc(N1CCOCC1)n2CC(O)COc1ccc2ccccc2c1 (centres undefined)
    0	-4	-8	8	-6	4	5	-7	2	2
CNC(=S)N1N=C(c2ccccc2)CC1c1ccccc1Cl (centres undefined)
    1	4	1	-6	3	0	-5	9	-1	2
COC(=O)[C@@]1(Cc2ccccc2)[C@H]2C(=O)N(C)C(=O)[C@H]2[C@H]2CN=C(SCc3ccc(C#N)cc3)N21
    5	-1	0	5	4	1	1	-6	2	5
CC1CC(C)(C)NC(=S)N1CCC(=O)NCc1ccc(Cl)cc1 (centres undefined)
    4	-3	-2	3	2	0	12	3	0	-1
COCCNC(=O)NC(=O)CN1C(=O)NC(Cc2c[nH]c3ccccc23)C1=O (centres undefined)
    -1	0	1	3	6	-1	-10	-2	5	-4
CC1CCc2c(sc(NC(=O)c3ccc(-c4ccccc4[N+](=O)[O-])o3)c2C#N)C1 (centres undefined)
    -14	-2	22	11	10	-1	1	4	2	1
Cc1cc(C(=O)NCc2ccco2)on1
    6	8	4	0	-5	8	-6	-7	0	24*
CC(=O)Nc1ccccc1Sc1ccccc1
    0	1	-1	-6	-1	-4	5	5	5	2
COc1ccc(CN(CC2CCC(C(=O)O)CC2)C(=S)Nc2ccccc2OC)cc1 (centres undefined)
    -2	1	7	0	2	-3	3	-7	-2	2
O=C(NCCc1ccccn1)c1ccc2nc(Cc3ccccc3F)oc2c1
    4	-5	-10	2	-3	-1	-11	-2	-1	1
S=C(c1ccc2c(c1)OCO2)N1CCCC1
    2	1	1	2	1	-3	6	1	8	0
Cc1ccc(C(NC(=O)N2CC(C)OC(C)C2)C(Cl)Cl)cc1F (centres undefined)
    4	3	0	-11	-11	2	-25	9	2	-3
Cc1cc(C)nc(SCc2ccc(Br)cc2)n1
    -2	5	-5	0	3	-2	-1	1	-4	-4
COc1ccccc1CNC(=O)c1cc(-c2ccccc2)nn1Cc1cc(C)no1
    -53	2	-3	-15	-11	2	-6	-5	12	1
O=C(COc1cccc(F)c1)Oc1ccc(C(=O)c2ccccc2)cc1
    -4	1	2	-7	-3	-5	4	2	-6	2
